Screening results from PubChem.
Caspase-1 inhib – blocks human caspase-1 allosterically or competitively; P29466; Caspase-1 enzyme, Ac-WEHD-AFC fluorogenic rate; Potency, µM (highest dose often 57.5 µM), for the others: top-dose activity change, negative = inhibition, hits mostly inhibitors; 75,000 tested, 0.03% active; AID 900;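 note: potency is the fitted concentration of half-maximal effect; plate controls were vehicle for no effect and no substrate for full effect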
Target sequence (P29466 120-297 limits assumed): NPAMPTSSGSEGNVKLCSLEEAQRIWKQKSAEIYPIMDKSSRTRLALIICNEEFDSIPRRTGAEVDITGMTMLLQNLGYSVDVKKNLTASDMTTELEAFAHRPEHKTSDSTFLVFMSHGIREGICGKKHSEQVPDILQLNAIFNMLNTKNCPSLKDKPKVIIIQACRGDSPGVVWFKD
Target sequence (P29466 317-404 limits assumed): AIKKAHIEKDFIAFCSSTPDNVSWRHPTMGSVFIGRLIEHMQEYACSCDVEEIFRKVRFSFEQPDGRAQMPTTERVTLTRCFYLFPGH
ERK AVP block – blocks ERK signaling stimulated by vasopressin. Potency, µM (highest dose often 57.5 µM), for inactives: at the highest dose activity, negative = inhibition, most hits filed as inhibitors. AID 995. 72,000 tested, 0.99% active. HEK293-V1b, vasopressin-stimulated pERK AlphaScreen; note: potency is the fitted concentration of half-maximal effect; % is set by controls: 0 for no effect and ±100 for the full control effect; nearly all actives have a fitted effect of over 55% in size
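HEK293 cells stably expressing V1b receptor, preincubated 30 min at 37 °C with compound, then stimulated 5 min with 25 nM vasopressin. Phospho-ERK by AlphaScreen SureFire after 5 h RT; normalized to DMSO and vasopressin; AC50 by Hill fit.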
A350 autofl – A350 region autofluorescence | Compound autofluorescence, 340/450 nm, Alexa 350 dye-equivalents; hits give high values | max dye-equivalent concentration, M | 59,000 tested, 11% active | AID 590; in the data active = max dye-equivalent concentration above about 10 nM; inconclusive = mostly about 1.1 nM to 9.6 nM
FLuc inh – blocks Photinus pyralis firefly luciferase activity; purified firefly luciferase, luminescence, 8 min; Potency, µM (top dose mostly 57.1 µM), without a hit: at the highest dose activity change, negative = inhibition, usual class: inhibitors; P08659; 72,000 tested, 2.2% active; note: potency is the fitted concentration of half-maximal effect; % is set by controls: 0 for no effect and ±100 for the full control effect; nearly all actives have a fitted effect of over 40% in size
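Inhibition of light generation by firefly luciferase from ATP and luciferin was profiled with concentration-response curves per sample, ATP held at 10 uM within the enzyme's linear range. Plates were read by luminescence after an 8-minute ambient incubation.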
Tau filament bind – binders of human tau filaments; P10636; recombinant tau filaments, thioflavin S fluorescence, 15 h; filaments grown with octadecylsulfate alongside compound; Potency, µM (doses to about 57.1 µM), for inactives: at the top dose activity change, negative = inhibition; 71,000 tested, 2% active; AID 596;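 note: potency is the fitted concentration of half-maximal effect; % is set by controls: 0 for no effect and ±100 for the full control effect; actives lower thioflavin S fluorescence by blocking filaments or displacing dye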
Target sequence (P10636 whole entry, looked up): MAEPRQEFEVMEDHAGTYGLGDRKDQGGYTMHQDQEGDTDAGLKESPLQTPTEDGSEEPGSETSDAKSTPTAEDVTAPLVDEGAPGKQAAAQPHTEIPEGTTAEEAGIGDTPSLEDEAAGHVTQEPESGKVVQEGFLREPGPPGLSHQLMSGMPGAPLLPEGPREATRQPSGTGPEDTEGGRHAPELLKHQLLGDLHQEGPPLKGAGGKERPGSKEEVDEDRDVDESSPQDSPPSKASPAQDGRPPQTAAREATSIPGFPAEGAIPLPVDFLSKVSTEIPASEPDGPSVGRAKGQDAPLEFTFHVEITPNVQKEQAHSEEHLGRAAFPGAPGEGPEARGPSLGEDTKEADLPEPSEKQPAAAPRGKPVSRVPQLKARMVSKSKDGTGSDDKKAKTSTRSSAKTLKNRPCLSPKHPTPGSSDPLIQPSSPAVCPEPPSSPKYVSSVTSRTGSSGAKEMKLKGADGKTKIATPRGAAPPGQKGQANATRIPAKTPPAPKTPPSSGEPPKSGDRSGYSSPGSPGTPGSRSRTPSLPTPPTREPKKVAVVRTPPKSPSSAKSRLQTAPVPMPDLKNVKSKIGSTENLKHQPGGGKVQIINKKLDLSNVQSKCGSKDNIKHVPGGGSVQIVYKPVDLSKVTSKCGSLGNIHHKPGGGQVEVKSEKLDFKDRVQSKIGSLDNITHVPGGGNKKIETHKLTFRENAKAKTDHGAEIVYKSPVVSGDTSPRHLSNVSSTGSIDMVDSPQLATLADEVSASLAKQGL
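Assay mix: 1 uM His-tagged tau, 30 uM sodium octadecylsulfate, thioflavine S dye in HEPES/NaCl/DTT buffer. Compound is added prior to the inducer. Fluorescence after 15 h at 37 C.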
4-MU autofl – compounds fluorescent in 4-MU spectral region; max dye-equivalent concentration, M; compound autofluorescence, 340/450 nm, 4-MU equivalents; hits give high values; 59,000 tested, 11% active; in the data active = max dye-equivalent concentration above about 10 nM; inconclusive = mostly about 1.1 nM to 9.6 nM
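Compounds in 100 mM Tris, pH 8.0, sat 15 min at room temperature before fluorescence was read at 340 nm excitation/450 nm emission; a per-plate six-point 4-MU standard curve converted signals to dye-equivalent concentration at each compound concentration.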
HEK293 cAMP ctrl – parental HEK293 cAMP activation (counter-screen); Potency, µM (doses to about 57.1 µM), for inactives: at the top dose activation, usual class: activators; parental HEK293 CNG cAMP sensor, membrane potential fluorescence; 73,000 tested, 2.5% active; AID 938; note: potency is the fitted concentration of half-maximal effect; % of control where 0% means no effect; nearly all actives have a fitted effect of over 55% in size
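Parental HEK 293 cells stably expressing a cAMP-gated CNG channel were loaded with membrane potential dye containing 100 uM RO 20-1724 for 60 min. Compound added for 30 min; depolarization read as fluorescence intensity at 590 nm.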
Fluorescein autfl – compound fluoresces in the fluorescein spectral region; 59,000 tested, 0.91% active; AID 593; max fluorescein-equivalent concentration, M; Compound autofluorescence, 480/540 nm, fluorescein-equivalent; hits give high values; in the data active = max fluorescein-equivalent concentration above about 10 nM; inconclusive = between about 1.1 nM and that limit
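Compounds were pin-transferred into 100 mM Tris buffer, pH 8.0, and incubated 15 min at room temperature. Fluorescence was read at 480 nm excitation/540 nm emission. Signals were normalized to an on-plate six-point fluorescein standard curve as dye-equivalent concentration.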
Rhodamine autofl – compound fluoresces in the rhodamine spectral region; Rhodamine-region fluorescence, 547/598 nm, Tris buffer; hits give high values; max dye-equivalent concentration, M; 59,000 tested, 0.05% active; AID 594; in the data active = max dye-equivalent concentration above about 11 nM; inconclusive = between about 1.1 nM and that limit
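Intensities are converted to rhodamine-equivalent concentration using a six-point rhodamine standard on each plate. Compounds sit 15 min at room temperature in 100 mM Tris buffer, pH 8.0; read uses the 547/598 nm excitation/emission pair.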
TexasRed autofl – compound fluoresces in the Texas Red spectral region. Compound fluorescence, Texas Red channel, 547/618 nm; hits give high values. max dye-equivalent concentration, M. 59,000 tested, 0.06% active; in the data active = max dye-equivalent concentration above about 10 nM; inconclusive = between about 1.1 nM and that limit
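Spectral interference profiling: each compound concentration's relative fluorescence, read with a 547 nm excitation and 618 nm emission filter pair, was normalized to a per-plate Texas Red standard curve.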
Caspase-7 inhib – caspase-7 (human) inhibition, allosteric or competitive | Potency, µM (titrated, usually from 57.5 µM), for the others: at the top dose activity change, negative = inhibition, usual class: inhibitors | recombinant caspase-7, Ac-DEVD-AFC fluorescence rate | 75,000 tested, 0.02% active; active = well fitted inhibition curve with a large enough effect in the main read-out, with a control signal flat, not every such curve was filed as active; inconclusive = small, poorly fitted or top-dose-only effect, or a change in a side signal; note: potency is the fitted concentration of half-maximal effect; % of control where 0% means no effect
Starred values were filed as active, the others as inactive; i = inactive; ? = inconclusive; . = not tested or not shown; & = joins results of further samples; [ ] = dose if it differs, or a comment. Unless noted, calls come from the whole dose curve; as a rule, active = well fitted curve in the direction sought with a large enough effect; inconclusive = small, poorly fitted or top-dose-only effect, or another doubt; inactive = no such curve, though single readings can be large; an effect the other way counts as inactive or inconclusive. Some of the compounds tested; rates above refer to the full screens.

The line under a structure holds: ERK AVP block, Tau filament bind, Rhodamine autofl, Fluorescein autfl, HEK293 cAMP ctrl, FLuc inh, TexasRed autofl, A350 autofl, 4-MU autofl, Caspase-7 inhib, Caspase-1 inhib
Ic1cncc(OC[C@@H]2CCN2)c1
→ -4%, 0%, ., ., 3%, -2%, ., ., ., 3%, -3%
CN=C(NC#N)NCCSCc1nc[nH]c1C
→ 1%&-17%, ?, i, i, 3%&0%&6%, 4%&0%, i, i, i, -3%&-1%, -4%&-3%
C[C@@]12CC[C@H]3[C@@H](CC[C@@H]4C[C@H](O)CC[C@]43C)[C@H]1CC[C@H]2O
→ -14%, 11%, i, ?, ?, -2%, i, i, i, 1%, 0%
O=C(O)C(Cl)Cl
→ 6%, 10%, ., ., 8%, ., ., ., ., 0%, 1%
O=[N+]([O-])c1ccc2c3c(cccc13)CC2
→ -11%, 25µM*, ., ., 19%, ., ., ., ., -4%, -3%
COc1ccccc1OCCCn1cc(C(=O)c2ccco2)c2ccccc21
→ -2%, 5%, i, i, 32µM*, -6%, i, ?, ?, -1%, -5%
COC(=O)C(O)(c1c[nH]c2ccccc12)C(F)(F)F (configuration not stated)
→ ., ., i, ?, ., -1%[25.5 µM], i, 9.9e-08M*, 9.4e-08M*, ., .
c1ccc2c(CN3CCCCCCC3)c[nH]c2c1
→ 8%, -19%, ., ., 11%, -1%, ., ., ., 4%, -1%
O=C(O)C1CSC(c2cccnc2)N1 (configuration not stated)
→ -10%, -12%, ., ., 0%, 4%, ., ., ., 0%, -1%
Cn1c(O)c(C=Nc2ccc(Cl)cc2)c(=O)n(C)c1=O
→ -23%, 18%, ., ., 25%, -4%, ., ., ., -2%, -13%
CCOc1cc(-c2ccc(N)c(OCC)c2)ccc1N
→ ?, 78%, i, 9.8e-08M*, -12%, -4%, i, i, i, -4%, -9%
O=C1NC(=O)[C@]2(Cc3ccccc3N3CCN(c4ccccc4)CC32)C(=O)N1Cc1ccccc1 (some centres not stated)
→ -4%, ?, i, i, 11%, -2%, ?, ?, ?, -24%, -4%
COc1cc2[nH]c(=O)n(-c3cccc(Cl)c3)c(=O)c2cc1OC
→ ., ., i, i, ., -1%[25.5 µM], i, ?, ?, ., .
Cc1cc(NC(=O)CSc2nc3c(c(=O)n2-c2ccc(Cl)cc2)SCC3)no1
→ -11%, -8%, i, i, ?, -1%, i, ?, i, -2%, -1%
Cc1nccc2c1[nH]c1ccccc12
→ 34%[activator], ?, i, ?, 9%[25.6 µM], 1%, i, 1.2e-06M*, 1.3e-06M*, -23%, -14%
CN(C)CCCNc1c2c(nc3ccc(Cl)cc13)CCCC2
→ -18%[11.5 µM], -16%[11.4 µM], i, i, ?, 0%[11.4 µM], i, 1e-07M*, 9.1e-08M*, 1%[11.5 µM], -3%[11.5 µM]
O=c1[nH]c(=O)n(Cc2ccccc2)c(O)c1C=NCCN1CCNCC1
→ ., ., i, i, ., 1%[25.5 µM], i, i, i, ., .
c1ccc2c(CN3CCN(C4CCCCC4)CC3)c[nH]c2c1
→ -10%, 2%, i, i, -3%, ?, i, i, i, 1%, 1%
Cc1cc(NC(=O)COC(=O)c2c(C)nn(Cc3ccccc3)c2Cl)no1
→ 13%, 231%, i, i, 21%, -4%, i, i, i, 6%, 1%
Cc1ccc(N2C(=O)CC(=O)NC2=O)cc1
→ 5%, -10%, i, ?, 2%, -1%, ?, i, i, -1%, 4%
COc1cc(CNC(=O)CCCC/C=C/C(C)C)ccc1O
→ ?, 16%, ., ., 18%, ., ., ., ., -1%, -7%
C=CCn1c(O)c(C(CC)=Nc2ccccc2NC(C)=O)c(=O)[nH]c1=O
→ -1%, -20%, i, ?, 4%, 1%, i, ?, i, 0%, -1%
C=CCc1ccc2c(c1)OCO2
→ 31%, -1%, ., ., 5%, ., ., ., ., 2%, -3%
O=C(Nc1cccc(OC(=O)N2CCCCC2)c1)N1CCCCC1
→ 8%, 1%, i, ?, 12%, -1%, i, i, i, 7%, -2%
O=P1(Nc2ccc(F)cc2)COc2ccccc2OC1
→ 7%, 1%, i, ?, 7%, 0%, ?, i, i, 2%, 2%
Cc1nn(-c2ccccc2)c2c1C(c1ccc3c(c1)OCO3)SCC(=O)N2 (configuration not stated)
→ -27%, -18%, i, ?, 13%, 1%, i, i, i, 1%, -1%
Cc1ccc(C[N+](C)(C)C)o1
→ 0%&-11%, -16%, ., ., 16%, -1%, ., ., ., 0%&-2%, 3%&0%
Cc1ccc2nsnc2c1-n1c(C)nc2ccccc2c1=O
→ -21%, -16%, i, i, 1%, 0%, i, ?, i, 2%, -3%
COC(=O)[C@@H](N)CCCN=C(N)N[N+](=O)[O-]
→ 13%, ?, ., ., 2%, 4%, ., ., ., 0%, -2%
CN(C)CP(=O)(Nc1ccccc1)N(C)C (configuration not stated)
→ -4%, -5%, i, ?, -17%, 5%, i, i, i, 1%, -2%

The list goes on (three carried over from the part before).
The line under a structure holds: ERK AVP block, Tau filament bind, Rhodamine autofl, Fluorescein autfl, HEK293 cAMP ctrl, FLuc inh, TexasRed autofl, A350 autofl, 4-MU autofl, Caspase-7 inhib, Caspase-1 inhib
Cc1ccc2nsnc2c1-n1c(C)nc2ccccc2c1=O
→ -21%, -16%, i, i, 1%, 0%, i, ?, i, 2%, -3%
COC(=O)[C@@H](N)CCCN=C(N)N[N+](=O)[O-]
→ 13%, ?, ., ., 2%, 4%, ., ., ., 0%, -2%
CN(C)CP(=O)(Nc1ccccc1)N(C)C (configuration not stated)
→ -4%, -5%, i, ?, -17%, 5%, i, i, i, 1%, -2%
CNCC/C=C\c1cccnc1
→ 25%, ?, ., ., 26%, -2%, ., ., ., 0%, -1%
CCCCCCCCOC(=O)c1ccccc1C(=O)OCCCCCCCC
→ 35%, -5%, ., ., 13%, ., ., ., ., -1%, -5%
N[C@H](Cc1o[nH]c(=O)c1Cl)C(=O)O
→ 3%, ?, ., ., 6%, -2%, ., ., ., 0%, 2%
Nc1c(C(=O)NCc2ccco2)c2nc3ccccc3nc2n1CCN1CCCCC1
→ ., ., i, ?, ., -1%[25.5 µM], i, 3.1e-07M*, 2.7e-07M*, ., .
COC(=O)C(O)(c1ccc2c(c1)CCCN2)C(F)(F)F (configuration not stated)
→ -17%, -8%, i, i, -7%, 1%, i, i, i, -2%, 2%
CCCNS(=O)(=O)c1ccc(OCC(=O)N2CCN(Cc3ccc4c(c3)OCO4)CC2)cc1
→ -26%, 3%, i, i, 15%, 4%, i, 2.2e-06M*, 1.5e-06M*, 2%, 0%
C(=C\c1ccccc1)/CN1CCN(Cc2ccc3c(c2)OCCO3)CC1
→ -25%, -16%, ., ., ?, -6%, ., ., ., 0%, -11%
CC1CCCCN1CC(=O)c1ccc2cc[nH]c2c1 (configuration not stated)
→ ., 25µM*, ., ., 0%, -9%, ., ., ., -19%, -8%
Cc1nc2ccccc2c(=O)n1-c1cccc(O)c1
→ 2%, -4%, i, i, 0%, -4%, i, ?, i, -1%, 1%
COC(=O)c1ccc(N2C(=O)CC(N3CCC(n4c(=O)[nH]c5ccccc54)CC3)C2=O)cc1 (configuration not stated)
→ ?, 9%, i, i, 1%, 4%, i, i, i, 0%, -2%
CN(C)c1ccccc1
→ 0%, -4%, ., ., 34%, ., ., ., ., 1%, -3%
CN1CC[C@@]23CCCC[C@@H]2[C@@H]1Cc1ccc(O)cc13
→ 15%, -1%, i, ?, -1%, -2%[25.5 µM], i, i, i, 0%, 3%
O=c1[nH]c(=O)n(Cc2ccccc2)c(O)c1C=Nc1ccc(CN2CCOCC2)cc1
→ ?, -6%, i, ?, ?, 3%, i, 2e-07M*, 1.6e-07M*, -11%, -9%
C=C1C/C(=C\C)C(=O)O[C@@H]2CCN3CC=C(COC(=O)[C@]1(C)O)[C@H]23
→ ., ?, i, i, 3%, 2%[11.4 µM], i, i, i, ., .
CC1=C(C(=O)Nc2ccccc2)SCCO1
→ ?, 5%, i, ?, 11%, -2%, i, i, i, 0%, 0%
NC1CCCCC1N=Cc1c(O)n(Cc2ccc(F)cc2)c(=O)[nH]c1=O (configuration not stated)
→ -11%, 10%, i, i, 1%, 1%, i, i, i, -2%, -5%
Cc1nc(N)sc1CCN
→ -9%, ?, ., ., -1%, 1%, ., ., ., 3%, 4%
COC(=O)C(O)(c1ccc(NC(=O)c2ccco2)c(OC)c1)C(F)(F)F (configuration not stated)
→ ., ., i, i, ., -3%[25.5 µM], i, i, i, ., .
O=C(c1ccco1)N1CCN(Cc2ccccc2C(F)(F)F)CC1
→ -17%, ?, ., ., 4µM*, -1%, ., ., ., 1%, 0%
CCC(=NC1CCN(Cc2ccccc2)CC1)c1c(O)[nH]c(=O)[nH]c1=O
→ 2%, -4%, i, i, -4%, 2%, i, i, i, -1%, -2%
CC(C)[C@@]1(NC(=O)[C@@H]2C[C@H]3c4cccc5[nH]cc(c45)C[C@@H]3N(C)C2)O[C@@]2(O)[C@H]3CCCN3C(=O)[C@H](Cc3ccccc3)N2C1=O
→ ?, ?, ., ., -14%&-8%, -3%&-3%, ., ., ., -1%&-13%, -7%&-2%
NC(N)=NCCN=C(N)N
→ 0%[11.5 µM], 9%[11.4 µM], i, i, 1%[11.4 µM], 1%[11.4 µM], ?, i, i, -1%[11.5 µM], 0%[11.5 µM]
CC[C@@H]1[C@@H]2Cc3ccc(O)cc3[C@@]1(CC)CCN2C
→ 1%[11.5 µM], 2%[11.4 µM], i, ?, 4%[11.4 µM], 2%[11.4 µM], i, i, i, 0%[11.5 µM], 0%[11.5 µM]
